# Assay outcomes deposited in PubChem BioAssay by Sanford-Burnham Center for Chemical Genomics.
# MPTP block: blocks calcium-induced mitochondrial swelling; isolated mouse mitochondria, Ca2+ swelling absorbance, 30 min; inhibition, % at 10 µM; 360,000 compounds, 1.4% hits; AID 602449;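 active = inhibition of 50% or more, scaled per plate between neutral and stimulator controls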;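 note: 0% = DMSO wells given calcium and 100% = 1 mM EGTA wells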
# PfGluPho inh: PfG6PD (Plasmodium falciparum) enzyme inhibition; PfGluPho enzyme, NADPH resazurin-diaphorase fluorescence; inhibition, % at 20 µM; 350,000 compounds, 0.78% hits; AID 504690;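 active = inhibition reaching at least a set limit at 20 µM in the primary screen, cut at about 59% in these data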;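 note: 0% = DMSO wells with substrate and 100% = DMSO wells lacking glucose-6-phosphate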
# SENP8 block: blocks human SENP8 cleavage of Nedd8 substrate. 360,000 compounds, 0.64% hits. Q96LD8. recombinant SENP8, Nedd8 substrate fluorescence. inhibition, % at 20 µM; in the data active = inhibition mostly above about 40%, no sharp cut-off; inactive = mostly below about 27%
# Target sequence (Q96LD8 whole entry, looked up): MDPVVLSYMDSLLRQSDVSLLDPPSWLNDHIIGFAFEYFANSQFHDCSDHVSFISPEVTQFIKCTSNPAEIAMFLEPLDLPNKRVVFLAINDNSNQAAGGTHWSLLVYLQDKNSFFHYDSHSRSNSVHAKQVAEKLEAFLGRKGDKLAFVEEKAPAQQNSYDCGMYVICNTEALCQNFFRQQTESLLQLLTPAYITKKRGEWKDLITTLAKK
# hIAP activ: human IAP activation; P09923; purified human IAP, CDP-Star luminescence, 30 min; stronger effect = higher value; 1 = vehicle-only enzyme, 0 = enzyme-free background; activation factor at 10 µM; 330,000 compounds, 0.16% hits;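 active = activation factor of the enzyme at least 2-fold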; note: the source names both 10 and 20 µM as test concentration; values of inactives mirror those of a sister screen read the other way
# Target sequence (P09923 whole entry, looked up): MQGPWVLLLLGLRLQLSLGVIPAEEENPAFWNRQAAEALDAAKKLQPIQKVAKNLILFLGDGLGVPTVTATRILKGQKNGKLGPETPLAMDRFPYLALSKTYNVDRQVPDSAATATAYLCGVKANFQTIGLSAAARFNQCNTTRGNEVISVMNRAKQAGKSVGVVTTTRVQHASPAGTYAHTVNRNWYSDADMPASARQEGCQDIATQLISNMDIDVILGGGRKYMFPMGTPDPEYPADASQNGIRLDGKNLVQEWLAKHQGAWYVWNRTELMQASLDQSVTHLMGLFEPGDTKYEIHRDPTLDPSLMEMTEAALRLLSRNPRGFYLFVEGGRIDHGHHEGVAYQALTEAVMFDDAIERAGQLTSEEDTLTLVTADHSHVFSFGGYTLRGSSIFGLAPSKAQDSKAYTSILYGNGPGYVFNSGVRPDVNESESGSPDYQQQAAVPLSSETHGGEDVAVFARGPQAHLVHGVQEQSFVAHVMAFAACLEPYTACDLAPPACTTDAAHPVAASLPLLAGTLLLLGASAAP
# SENP6 block: inhibitors of human SENP6 protease | Q9GZR1 | Recombinant SENP6 catalytic domain, aminoluciferin luminescence | inhibition, % at 10 µM | 330,000 compounds, 1.8% hits;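 active = inhibition above about 50% at the single tested dose, limit read from the data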;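 note: plate controls were DMSO wells with enzyme for no effect and DMSO wells lacking enzyme for full effect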
# GRIN3A LBD mod: modulators (binders) of human NR3A ligand-binding domain; NR3A LBD differential scanning fluorimetry, Tm shift; 0% = protein alone, 100% = glycine-bound protein; Tm shift relative to glycine control, % at 25 µM; 340,000 compounds, 2.5% hits; AID 1259313;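 active = melting temperature shift of at least 10% of the positive control shift, at one fixed dose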
# ATG4B inh: ATG4B (human) cysteine protease inhibition; inhibition, % at 8.33 µM; Q9Y4P1; AID 504462; 340,000 compounds, 0.51% hits; ATG4B cleavage of LC3-PLA2, NBD-HPC fluorescence, 1 h; in the data active = inhibition above about 40%
# SENP1 inh: blocks the human SENP1 SUMO protease catalytic domain | Q9P0U3 | recombinant SENP1 catalytic domain, CyPet-SUMO1-YPet FRET cleavage | inhibition, % at 10 µM | 360,000 compounds, 0.21% hits;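 active = inhibition at least 30% at 10 µM, raw YFP signal under a set limit, fluorescence ratio 0.5 to 1.5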;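 note: 0% = enzyme with DMSO and 100% = no enzyme wells; some results filed as inactive read as strong as hits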
# Target sequence (Q9P0U3 419-644 limits assumed): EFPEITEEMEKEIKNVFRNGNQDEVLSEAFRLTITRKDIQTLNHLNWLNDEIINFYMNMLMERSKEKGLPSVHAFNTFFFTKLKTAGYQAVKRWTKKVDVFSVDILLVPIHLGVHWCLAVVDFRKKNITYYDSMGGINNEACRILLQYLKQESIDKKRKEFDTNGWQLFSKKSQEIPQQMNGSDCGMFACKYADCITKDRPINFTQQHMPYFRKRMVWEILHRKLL
#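 System: Recombinant human SENP1 catalytic domain, His6-tagged | Incubation: Enzyme reaction for 50 min at room temperature, dark | Medium: Tris pH 8 with BME, BSA, NP40 and catalase | Also added: 25 nM SUMO1 FRET substrate | Compound: 10 µM single point, 0.5% DMSO | Measured by: FRET fluorescence in CFP and YFP emission channels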
# * marks the source's active call; other numbers are inactive results; i = inactive; . = not tested or not shown. An unsorted share of the library; 6.7% or so of the library scored in one or more.
SMILES,MPTP block,PfGluPho inh,SENP8 block,hIAP activ,SENP6 block,GRIN3A LBD mod,ATG4B inh,SENP1 inh
CCOC(=O)C(NC(=O)CC)(Nc1sc(C)c(CC)c1C#N)C(F)(F)F (configuration not stated),-7.4,0,12,0.85,-7,-2,-8,2
Cc1cc(C)nc(NC(N)=NCCc2c[nH]c3ccccc23)n1,0.9,21,6,1.3,2,0,3,3
CN1CCN(CC#CC2(O)CCCCC2)CC1,0.0,-12,-1,1.1,-21,0,15,-1
O=S(=O)(Nc1ncccn1)c1ccc(NS(=O)(=O)c2cc(Cl)ccc2Cl)cc1,-0.6,-5,11,1.1,-5,1,-3,2
O=C(NCc1ccccn1)c1cccc(S(=O)(=O)N2CCc3ccccc32)c1,-0.4,-1,17,0.91,0,-2,-10,1
CCn1nc(C(=O)OC2CCOC2=O)c2ccccc2c1=O (configuration not stated),-1.6,3,20,0.97,-10,2,-9,1
Cc1cccc(C(=O)Nc2cccc(S(=O)(=O)NCc3ccco3)c2)c1,1.5,3,18,0.99,10,-1,-6,2
Cc1cccc(CN2CCC(CNC(=O)Cn3ncc4c([nH]c5ccccc54)c3=O)CC2)c1,-0.5,14,-22,1.2,-17,2,0,-5
Cc1nn(C2CCS(=O)(=O)C2)c(C)c1CN(C)C(=O)c1ccc(S(=O)(=O)N(C)C)cc1 (configuration not stated),1.2,8,2,0.98,6,2,-4,-3
CCN(c1ccc(NC(=O)CN2C(=O)NC3(CCOc4ccccc43)C2=O)cc1)C(C)C (configuration not stated),0.1,19,5,1.1,8,0,-25,1

# The list goes on; it opens with the 7 that closed the last part.
SMILES,MPTP block,PfGluPho inh,SENP8 block,hIAP activ,SENP6 block,GRIN3A LBD mod,ATG4B inh,SENP1 inh
O=S(=O)(Nc1ncccn1)c1ccc(NS(=O)(=O)c2cc(Cl)ccc2Cl)cc1,-0.6,-5,11,1.1,-5,1,-3,2
O=C(NCc1ccccn1)c1cccc(S(=O)(=O)N2CCc3ccccc32)c1,-0.4,-1,17,0.91,0,-2,-10,1
CCn1nc(C(=O)OC2CCOC2=O)c2ccccc2c1=O (configuration not stated),-1.6,3,20,0.97,-10,2,-9,1
Cc1cccc(C(=O)Nc2cccc(S(=O)(=O)NCc3ccco3)c2)c1,1.5,3,18,0.99,10,-1,-6,2
Cc1cccc(CN2CCC(CNC(=O)Cn3ncc4c([nH]c5ccccc54)c3=O)CC2)c1,-0.5,14,-22,1.2,-17,2,0,-5
Cc1nn(C2CCS(=O)(=O)C2)c(C)c1CN(C)C(=O)c1ccc(S(=O)(=O)N(C)C)cc1 (configuration not stated),1.2,8,2,0.98,6,2,-4,-3
CCN(c1ccc(NC(=O)CN2C(=O)NC3(CCOc4ccccc43)C2=O)cc1)C(C)C (configuration not stated),0.1,19,5,1.1,8,0,-25,1
COc1ccc(OC)c(NC(=O)CSc2nnc(-c3ccco3)n2-c2ccccc2)c1,2.3,-5,9,1,-6,-3,-3,0
O=C(CN(C(=O)C1COc2ccccc2O1)c1ccccc1)NCC1CCCO1 (configuration not stated),0.0,-3,8,1.1,-15,3,-3,1
Cc1ncoc1C(=O)NC1CCCc2c1cnn2-c1ccc(C(C)(C)C)cc1 (configuration not stated),79*,16,-1,1.2,10,3,-4,3
C[C@@H]1CN([C@@H](C)CO)C(=O)CCCn2nncc2CO[C@@H]1CN(C)C(=O)Nc1ccc(-c2cccs2)cc1,-0.5,2,-66,.,.,.,.,-2
Cc1c(C(=O)O)nn(-c2cccc(C(F)(F)F)c2)c(=O)c1C#N,-0.5,-17,-48,0.88,2,-3,2,-1
CCc1c(O)nc(SCC(=O)N2CCc3cc(OC)c(OC)cc3[C@@H]2C)[nH]c1=O,-0.4,-12,14,1,-10,-1,-5,-6
O=C(NCCN1CCN(c2ccccc2)CC1)Nc1ccccc1Br,0.3,-2,11,1.1,18,-1,1,3
CC1OC(c2ccccc2)OC2COC(c3ccccc3)OC12 (configuration not stated),-0.9,-17,2,.,.,-1,2,1
CCOC(=O)[C@H]1[C@H]2COc3cc(OC)ccc3[C@@H]2N2C(=O)c3ccc(C)cc3NC(=O)[C@@]12C,-0.8,14,3,0.91,-17,-2,0,-1
CC1CCN(Cc2c(C(=O)N/N=C/c3cccc(Cl)c3)nnn2-c2nonc2N)CC1,-0.8,25,5,1.1,-9,2,0,1
Cc1nc(N)nc(N/N=C/c2ccccc2)n1,1.2,-14,9,1.1,-29,-1,9,2
COc1cc(C(=O)NCc2ccc(OCCN(C)C)cc2)cc(OC)c1OC,-1.3,15,-2,0.92,-10,0,-3,1
COc1ccc(Nc2nc(N)nc(CSc3nncn3C)n2)cc1,1.6,-5,11,0.9,7,-1,-3,3
COC(=O)/C(=C1/Oc2cc3c(cc2S1)OCO3)C(F)(F)F,-0.8,0,-79,1.2,-18,2,-4,-3
Cc1ccc(S(=O)(=O)N2CCN(S(=O)(=O)N3CCCCC3)CC2)cc1,1.1,4,-3,1.1,-18,0,-4,-2
CCN(CC)CCn1c(=N)n(CC(O)COc2ccccc2)c2ccccc21 (configuration not stated),-0.4,4,11,1.3,0,-4,-7,2
CCOCCCNC(=O)CN1C(=O)COc2ccc(S(=O)(=O)N3CCCCCC3)cc21,0.1,-2,5,0.94,-18,-1,0,4
C/C=C(\C)C(=O)NCCN1C2=NC[C@H](Cc3ccc(O)cc3)N2C[C@@H]1Cc1ccc(OC)cc1,-0.7,-4,-1,1,-4,-1,1,-3
O=C(CCN1C(=O)c2ccccc2S1(=O)=O)N1CCN(c2ccccc2)CC1,-4.0,3,16,0.9,-4,1,-8,3
Cc1coc2c(O)cc3c(c12)OC1(N2CCCCC2)C(=O)NCCCC31 (configuration not stated),0.8,101*,15,.,.,-8,4,-4
CCOc1cccc(OCCn2cnc3ccccc3c2=O)c1,-1.2,-2,9,0.95,-22,0,-2,2
COc1cccc(NC(=O)COC(=O)c2ccccc2C(=O)N2CCN(c3ccccc3)CC2)c1,1.5,0,5,1.1,5,0,-3,8
CCOc1ccc(-n2c(C)nc3cc(C(=O)NCc4ccc5c(c4)OCO5)ccc32)cc1,1.2,0,4,0.99,7,-2,-23,2
O=C(COC(=O)c1ccccc1NC(=O)c1ccco1)Nc1ccc2c(c1)OC(F)(F)O2,61*,-1,-26,1.2,-27,6,4,0
C=CCN(c1ccccc1)S(=O)(=O)c1cccc(C(=O)N2CCN(c3ncccn3)CC2)c1,0.5,-10,-27,1.1,-14,0,1,-2
C#CCOCCOCCOCCNc1nc(N2CCN(C(=O)[C@H](CCCCN)n3cc([C@@H](N)CO)nn3)CC2)nc(N2CCN(C(=O)[C@H](CCCCN)n3cc([C@@H](N)CC(C)C)nn3)CC2)n1,-2.3,-14,25,1,-9,2,9,2
Cc1ccc(S(=O)(=O)N2CCN(C(=O)CSc3nnnn3C)CC2)c(C)c1,0.8,13,-1,1,-32,0,-8,1
COc1ccc(OCc2cc(C(=O)NCCCc3ccccc3)no2)c(Cl)c1,-0.3,8,2,0.96,-4,-9,13,0
CCCn1c(N)c(N(CCOC)C(=O)C2CCCC2)c(=O)[nH]c1=O,0.3,1,4,0.97,4,0,9,0
CCOc1ccc(N2C(=O)CN=C2Nc2ccccc2Cl)cc1,-6.5,-16,18,0.91,-12,-1,-6,-1
CN(C)C(=O)COC(=O)c1ccccc1NC(=O)c1ccco1,0.0,14,-23,0.98,-31,0,4,1
CN(C)/C(=N\S(=O)(=O)c1ccc(Cl)cc1)c1ccc(F)cc1,0.2,1,21,0.75,-2,-1,-5,0
O=C(NCc1ccc2c(c1)OCO2)C12CN(Cc3ccccc3)CC1C(c1cccc([N+](=O)[O-])c1)=NO2 (configuration not stated),0.4,6,6,0.97,5,0,4,-1
COc1ccc(OC)c(S(=O)(=O)Nc2ccccc2SC)c1,1.2,-8,13,0.92,4,2,-1,2
O=C(CCC1CCCN(C(=O)c2ccc(F)c(F)c2)C1)N1CCN(c2ccccn2)CC1 (configuration not stated),-0.1,-3,-17,1.1,-13,-1,16,0
C[C@@H]1CC=C[C@H]2[C@H]1C(=O)N(Cc1ccccc1)[C@H]2c1ccc(F)c(-c2ccc(N(C)C)cc2)c1,2.2,11,i,0.98,-5,0,-3,2
CCN(CC)S(=O)(=O)c1ccc(NC(=O)Cn2c(=O)sc3ccccc32)cc1,4.3,-1,22,1.1,-20,-1,-16,2
O=C(Nc1ccc(Cl)c(C(F)(F)F)c1)C(=O)N1CCCCC1,1.4,4,5,0.95,-4,7,5,1
CC1CCCCN1C(=O)NC1CC(=O)N(c2ccc3c(c2)OCCO3)C1 (configuration not stated),-0.1,-6,4,1.1,-20,0,-4,1
O=C(NC1CC1)C1=C[C@H](c2coc3ccccc3c2=O)C[C@H](OCc2ccc(CO)cc2)O1,-1.1,-8,-11,0.98,-2,-2,-4,-1
CC(C)(C)OC(=O)N1CCC(NC(=O)c2nc[nH]c2C(=O)NCc2ccccc2)CC1,-0.1,-1,-277,0.92,3,-2,-3,-48
C=CCN(c1cccc(C(F)(F)F)c1)S(=O)(=O)c1cccc(C(=O)OCC(=O)NC(N)=O)c1,5.9,12,20,0.99,-10,-6,-6,1
Cc1ccc(-c2noc(CNS(=O)(=O)c3ccccc3)n2)cc1,0.7,24,-12,1.2,3,-2,-3,-29
CC1(c2cccc(Br)c2)NC(=O)N(CC(=O)Nc2ccc3c(c2)OCO3)C1=O (configuration not stated),-2.1,-14,14,0.87,-6,-5,2,0
COc1ccc(S(=O)(=O)N/N=C(/C)c2ccc(C)o2)cc1,1.2,-12,34,1.1,-13,-1,-1,-1
O=C(Nc1ccccc1F)C1CCN(C(=O)NC2CCCCC2)CC1,0.0,12,0,1.3,-4,2,1,0
CC(=O)Nc1ccc(NC(=O)C2CCN(c3ccc(C(F)(F)F)cn3)CC2)cc1,-2.8,5,-48,0.86,0,2,-8,3
Cc1ccc2c(NC(=O)c3ccc(Br)o3)cccc2n1,-0.5,0,11,1,-22,1,9,-4
O=C(C1CCCCC1)N1CCN(S(=O)(=O)c2ccc(Cl)cc2)CC1,2.1,-10,23,1.1,-4,-2,1,0
COCCNC(=O)NC(=O)CN1CCN(C(c2ccccc2)c2ccccc2)CC1,-0.9,-11,10,0.99,-9,-18,-1,1
CCCOc1ccc(N2CC(C(=O)Nc3ccccn3)CC2=O)cc1 (configuration not stated),-0.6,-25,34,0.92,-6,-1,-8,2
CCOc1ccc2ccccc2c1C1NC(=O)NC(C)=C1C(=O)OCCOC (configuration not stated),-0.4,3,-8,1.1,10,3,-9,-5
CC(C)c1ccc(-n2cccc2/C=C2/C(=N)N3C=CSC3=NC2=O)cc1,2.5,-2,-4,1,-10,-6,20,-34

# 2 entries from above, with values under each structure.
# Sequence of screens: MPTP block, PfGluPho inh, SENP8 block, hIAP activ, SENP6 block, GRIN3A LBD mod, ATG4B inh, SENP1 inh
> CCn1nc(C(=O)OC2CCOC2=O)c2ccccc2c1=O (configuration not stated)
 : -1.6, 3, 20, 0.97, -10, 2, -9, 1
> Cc1cccc(C(=O)Nc2cccc(S(=O)(=O)NCc3ccco3)c2)c1
 : 1.5, 3, 18, 0.99, 10, -1, -6, 2
